Screens: PubChem BioAssay, National Center for Advancing Translational Sciences (NCATS)
KinaseGlo FLuc: blocks Kinase-Glo luciferase, a counter-screen artifact; Potency, µM (series often up to 38.3 µM), without a hit: at the highest dose activity change, negative = inhibition, usual class: inhibitors; hit rate 0.28% among 200,000; Q27757; Kinase-Glo luciferase, ATP luminescence, 8 min; also: potency is read from the fitted curve at half-maximal effect; % is scaled to controls: 0 for no effect and ±100 for the full control effect; nearly all actives have a fitted effect of over 60% in size
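Recombinant Kinase-Glo luciferase, 10 uM ATP (linear range), luciferin; imidazole pH 7.2 / KCl / MgCl2 / Tween / BSA buffer; 8 min RT; luminescence.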
HttQ103 aggreg: inhibitors of mutant huntingtin aggregate formation in PC12 cells. AID 1688. hit rate 1.1% among 220,000. PC12 HttQ103-GFP aggregates, Acumen cytometry, 40 h. Potency, µM (top dose mostly 46.1 µM), for inactives: at the top dose activity change, negative = inhibition, hits mostly inhibitors; also: potency is read from the fitted curve at half-maximal effect; % is scaled to controls: 0 for no effect and ±100 for the full control effect; nearly all actives have a fitted effect of over 60% in size
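PC12/HTTQ103-GFP, ecdysone-inducible; teb 100 nM; cpd qHTS titration; GFP aggregates read on laser cytometer, Ex 488/Em 500-530 nm.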
NPSR antagonist: blocks cAMP signaling of the human neuropeptide S receptor; Q6W5P4; CHO-NPSR cells, cAMP TR-FRET, antagonist mode; Potency, µM (highest dose often 38.3 µM), for inactives: at the top dose activity change, negative = inhibition, actives largely listed as inhibitors; hit rate 1% among 220,000; AID 1461; also: potency is read from the fitted curve at half-maximal effect; % is scaled to controls: 0 for no effect and ±100 for the full control effect; nearly all actives have a fitted effect of over 50% in size; many of its hits are not listed in these tables
Target sequence (Q6W5P4 whole entry, looked up): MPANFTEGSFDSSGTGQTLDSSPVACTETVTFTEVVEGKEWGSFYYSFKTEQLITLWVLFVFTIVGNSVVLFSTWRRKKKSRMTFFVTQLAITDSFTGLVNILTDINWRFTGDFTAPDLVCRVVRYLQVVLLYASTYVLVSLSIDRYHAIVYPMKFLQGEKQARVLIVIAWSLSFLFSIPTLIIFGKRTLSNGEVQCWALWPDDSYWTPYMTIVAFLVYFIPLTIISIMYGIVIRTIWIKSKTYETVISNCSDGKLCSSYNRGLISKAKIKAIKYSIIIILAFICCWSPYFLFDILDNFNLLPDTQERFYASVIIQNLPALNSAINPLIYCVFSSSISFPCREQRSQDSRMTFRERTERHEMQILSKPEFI
Lamin A splicing: changes lamin A minigene splicing in HeLa cells; hit rate 0.01% among 200,000; HeLa LMNA splicing GFP/RFP minigene ratio, 48 h; Potency, µM (series often up to 46.1 µM), inactives show top-dose ratio change, negative = inhibition, actives largely listed as inhibitors; active = well fitted inhibition curve with a large enough effect in the signal ratio, with a control signal flat, not every such curve was filed as active; inconclusive = small, poorly fitted or top-dose-only effect, or effect the other way, or a change in a side signal; the % refers to the signal ratio; also: potency is read from the fitted curve at half-maximal effect; % is scaled to controls: 0 for no effect and ±100 for the full control effect
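S3 HeLa cells stably expressing lamin A-EGFP splicing minigene plus DsRed2, 600 cells/well, 48 h compound exposure at 37C. Laser-scanning cytometry; analysed as GFP (500-530 nm)/RFP (575-640 nm) total intensity ratio; 0.5% DMSO vehicle.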
CBFb RUNX1 block: CBF-beta/RUNX1 interaction disruption; Q01196+Q13951; AlphaScreen CBFb-His/RUNX1-biotin binding, biochemical; Potency, µM (titrated, usually from 59.8 µM), inactives show at the highest dose activity, negative = inhibition, usual class: inhibitors; 230,000 tested, under 10 active; AID 1477; also: % of control where 0% means no effect
Target sequence (Q01196 whole entry, looked up): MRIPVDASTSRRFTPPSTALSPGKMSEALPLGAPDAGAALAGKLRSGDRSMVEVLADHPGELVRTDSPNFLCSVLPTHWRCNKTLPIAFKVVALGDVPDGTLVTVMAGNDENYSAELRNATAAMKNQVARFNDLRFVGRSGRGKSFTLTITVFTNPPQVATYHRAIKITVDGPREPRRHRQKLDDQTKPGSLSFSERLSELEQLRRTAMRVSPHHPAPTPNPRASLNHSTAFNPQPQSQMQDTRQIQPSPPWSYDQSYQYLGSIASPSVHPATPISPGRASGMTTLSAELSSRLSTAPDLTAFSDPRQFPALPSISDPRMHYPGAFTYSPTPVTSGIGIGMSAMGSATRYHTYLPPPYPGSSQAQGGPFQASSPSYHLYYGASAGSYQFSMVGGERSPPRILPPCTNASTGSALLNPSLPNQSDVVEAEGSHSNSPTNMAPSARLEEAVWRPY
Target sequence (Q13951 whole entry, looked up): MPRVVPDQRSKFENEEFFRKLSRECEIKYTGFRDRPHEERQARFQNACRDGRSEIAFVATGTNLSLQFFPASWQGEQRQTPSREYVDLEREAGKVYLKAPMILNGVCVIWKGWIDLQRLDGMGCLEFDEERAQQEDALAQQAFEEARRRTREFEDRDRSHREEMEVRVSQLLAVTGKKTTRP
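Read-out: AlphaScreen. Format: His-CBF-beta with biotinylated RUNX1 (30 nM each) preincubated 20 min, compound 15 min, Ni-chelate plus streptavidin beads 90 min; room temperature throughout.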
IMPase Li cell: IMPase inhibition in cells with lithium potentiation | CHO-M1 cells, IP1 TR-FRET (IP-One), carbachol + lithium | Potency, µM (doses to about 59.4 µM), for the others: at the highest dose activity, negative = IMPase inhibition, most hits filed as inhibitors | hit rate 0.35% among 210,000 | AID 1457;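 also: IP1 builds up when IMPase is blocked and the TR-FRET signal falls; potency is read from the fitted curve at half-maximal effect; plate controls were basal vehicle for no effect and high inhibitor control for full effect; nearly all actives have a fitted effect of over 50% in size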
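IP1 accumulation measured by competitive TR-FRET in lysed CHO-M1 cells after 30 min compound exposure at 37C, with a small lithium addition to potentiate weak responses. Hill-equation AC50 from ratio and donor-channel data.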
Epigenetic reg: derepresses silenced GFP reporter in murine cells. murine LDR cells, GFP reporter derepression, 30 h. Potency, µM (series often up to 53.9 µM), without a hit: at the highest dose GFP activation, most hits filed as activators. hit rate 0.2% among 280,000. AID 1865; also: potency is read from the fitted curve at half-maximal effect; % of control where 0% means no effect; nearly all actives have a fitted effect of over 60% in size
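Readout is the number of GFP-expressing murine LDR cells, counted by cytometry following washing. Cells were treated with compound for 30 h at 37 C; the stably integrated CMV-GFP locus is normally silent.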
* = called active by the depositor; ? = inconclusive; / = no result given; & = joins results of further samples; [ ] = dose if it differs, or a comment. Unless noted, calls follow the shape of the dose curve; as a rule, active = well fitted curve in the direction sought with a large enough effect; inconclusive = small, poorly fitted or top-dose-only effect, or another doubt; inactive = no such curve, though single readings can be large; an effect the other way counts as inactive or inconclusive.

The first 2 compounds (preview)
SMILES | KinaseGlo FLuc | HttQ103 aggreg | NPSR antagonist | Lamin A splicing | CBFb RUNX1 block | IMPase Li cell | Epigenetic reg
CC(C)c1nc2c([nH]1)c(=O)n(C)c(=O)n2C | / | 5%[9.22 µM] | -5% | / | -5% | / | -2.0%
CC1(C)CC(=O)C=C(OC(=O)c2ccc(Cl)cc2)C1 | 5% | 11% | -4%[46.1 µM] | -4% | 5% | -3% | -0.9%

All compounds of this part, previewed entries included:
SMILES | KinaseGlo FLuc | HttQ103 aggreg | NPSR antagonist | Lamin A splicing | CBFb RUNX1 block | IMPase Li cell | Epigenetic reg
CC(C)c1nc2c([nH]1)c(=O)n(C)c(=O)n2C | / | 5%[9.22 µM] | -5% | / | -5% | / | -2.0%
CC1(C)CC(=O)C=C(OC(=O)c2ccc(Cl)cc2)C1 | 5% | 11% | -4%[46.1 µM] | -4% | 5% | -3% | -0.9%
CCn1c(=O)n(CC)c2cc(S(=O)(=O)NCCOc3ccccc3)c(C)cc21 | -3% | -20% | -5%[46.1 µM] | -8% | 5% | 24%[38.3 µM] | -1.1%
O=c1cc(-c2ccccc2)nc(N2CCCCC2)[nH]1 | 1% | -28% | -15%[46.1 µM] | -2% | 2% | -5%[38.3 µM] | 0.8%
CC(=O)Oc1ccc(C(=O)Cc2ccc3ccccc3n2)c(O)c1C | -9% | 15% | 0% | -7% | 9% | 7% | 1.0%
CC(C)CC(=O)Nc1ccc(C(=O)COc2ccc(-c3nnco3)cc2)cc1 | 4% | 16% | -8%[46.1 µM] | ? | 10% | -2%[38.3 µM] | -4.1%
Cc1cnc(C(=O)Nc2cccc(-c3nnc4n3CCCCC4)c2)cn1 | -1% | -13% | -12%[46.1 µM] | 0% | 2% | -1%[38.3 µM] | 1.2%
COc1ccc(C2=NN(C(=O)CN3CCCC3)C(c3ccc(OC)cc3)C2)cc1 (configuration not stated) | / | 8%[9.22 µM] | 12% | / | -9% | / | -1.0%
CCCCCCSc1nnc(N)s1 | / | -9%[9.22 µM] | -8% | / | -3% | / | 6.5%
CSc1nc(C)cc(C)c1C#N | -5% | -4% | 9%[46.1 µM] | 11% | 4% | -22%[38.3 µM] | -1.1%
CCOC(=O)c1c(NC(=O)C2CCCN(S(=O)(=O)c3ccccc3)C2)sc2c1CCCC2 (configuration not stated) | -1% | 8% | -17% | ? | 4% | 3% | 0.0%
Cc1cc(C)nc(NS(=O)(=O)c2ccc(N3C(=O)C4CC=C(Cl)CC4C3=O)cc2)n1 (configuration not stated) | -3% | 10% | -11%[46.1 µM] | 11% | 1% | 10%[38.3 µM] | -0.9%
CCC1(C)Cc2c(sc3nc(SC)[nH]c(=O)c23)CO1 (configuration not stated) | / | -14%[9.22 µM] | 12% | / | 1% | / | -0.1%
CCN(CC)S(=O)(=O)c1ccc2[nH]c(=O)cc(C(=O)Nc3ccc(C)c(S(=O)(=O)N(CC)CC)c3)c2c1 | 0% | -12% | -24% | -4% | -1% | 7% | -2.2%
CN(C)c1ccc(-c2nc3n(n2)C(c2cccnc2)C2=C(CC(C)(C)CC2=O)N3)cc1 (configuration not stated) | -1% | -2% | -28%[46.1 µM] | 2% | -3% | -8%[38.3 µM] | -1.1%
Cc1cccc2sc(NC(=O)CCn3cccc3)nc12 | 4% | -11% | 59% | / | -14% | 9% | 0.0%
O=C(c1cccc(C(=O)N2CCN(Cc3ccccc3)CC2)c1)N1CCN(Cc2ccccc2)CC1 | 3% | -7% | -2%[46.1 µM] | ? | 9% | 27%[38.3 µM] | -1.0%
CCOC(=O)C1=C(C)NC(=O)NC1c1cccc(OC)c1OCc1ccccc1Cl (configuration not stated) | -5% | -3% | -19%[46.1 µM] | -3% | -1% | -1%[38.3 µM] | -1.3%
Cc1ccc(C(=O)COC(=O)c2ccc(Br)o2)cc1C | 3% | -12% | -8%[46.1 µM] | 0% | 13% | 8%[38.3 µM] | 0.0%
CN1CCN(c2ccc([N+](=O)[O-])c(-n3nc(-c4ccccc4)c4ccccc4c3=O)c2)CC1 | 3% | ? | -15%[46.1 µM] | 1% | -17% | 2%[38.3 µM] | 0.9%
COC(=O)c1ccc(CN2C(=O)NC3(CCCc4ccccc43)C2=O)o1 (configuration not stated) | -1% | -1% | 0%[46.1 µM] | 2% | 4% | -4%[38.3 µM] | 0.0%
Cc1ccccc1OCC(=O)Nc1sc2c(c1C#N)CCC2 | 6% | 5% | -8%[46.1 µM] | -5% | 6% | -7% | -2.1%
Cc1ccccc1OCC(=O)NC(=S)Nc1ccc(S(=O)(=O)NC2CCCCC2)cc1 | 2% | -15% | -28%[46.1 µM] | 23% | 0% | 2%[38.3 µM] | -1.2%
Cc1ccccc1C(=O)OC1OC(=O)C(Cl)=C1Nc1ccc(C(=O)O)cc1 (configuration not stated) | 4% | 10% | 12% | / | 6% | -4% | -0.5%
O=C(O)C1[C@H]2C(=O)N(C3CCCC3)C[C@]23C=C[C@H]1O3 (some centres not stated) | 0% | 2% | 2%[46.1 µM] | 4% | 7% | 4%[38.3 µM] | 3.8%
O=C(CSc1nn(-c2ccccc2)c(=S)s1)NC1CCS(=O)(=O)C1 (configuration not stated) | 3% | -4% | 24% | -8% | -2% | 4% | 1.0%
CCN(CC)S(=O)(=O)c1cccc(-c2nnc(SCCOc3ccccc3)o2)c1 | -2% | 5% | -23%[46.1 µM] | -17% | 27% | 10%[38.3 µM] | 0.8%
COc1ccc(-c2csc3nc(-c4ccc(C)cc4)oc(=O)c23)cc1OC | 0% | 3% | -8% | -5% | 5% | -3% | 6.7%&-3.2%
CC(C)CN(C(=O)COC(=O)c1nc(Cl)ccc1Cl)C1CCS(=O)(=O)C1 (configuration not stated) | 1% | -7% | -3% | / | 4% | 7% | -0.2%
Cc1cccc(C)c1NC1=NC(C)(C)N=C(N)N1 | -1% | 5% | ? | 7% | 3% | 1%[38.3 µM] | 0.9%
CC(C)c1nnc(NC(=O)C2CCN(c3cnccn3)CC2)s1 | 6% | -26% | 0%[46.1 µM] | -21% | 7% | 6% | 0.0%
COc1ccc(OCc2nnc3n2N=C(c2ccc(OC)cc2)CS3)cc1 | -1% | 19% | -22%[46.1 µM] | -13% | -6% | 16%[38.3 µM] | -0.2%
Cc1ccccc1OCCSc1nnc(C)n1-c1ccccc1 | -3% | 19% | -4%[46.1 µM] | -2% | -2% | 36%[activator][38.3 µM] | 4.8%
Cc1ccc(C(=O)NC(=S)NNC(=O)c2ccccc2[N+](=O)[O-])cc1 | 1% | -29% | -6%[46.1 µM] | ? | -14% | -1% | -1.0%
NC(=O)c1c(Nc2nc3c(F)cccc3s2)sc2c1CCCC2 | -4% | 9% | 2% | -20% | 1% | -2% | -1.1%
COc1ccc(N2C(=O)CSC2c2cccc(OC)c2OC)cc1 (configuration not stated) | 0% | 10% | 17% | ? | -28% | 14% | -1.6%
COc1cccc(OC)c1C(=O)NNC(=O)c1cccc(COc2ccc3c(c2)CCC3)c1 | -2% | -9% | -11%[46.1 µM] | ? | -5% | -4%[38.3 µM] | -1.1%
Cc1ccc2nc(SCC(=O)c3ccc(Cl)s3)[nH]c2c1 | -3% | -6% | -15%[46.1 µM] | 0% | 1% | -5%[38.3 µM] | -4.1%
CCOC(=O)c1sc2nc(C)[nH]c(=S)c2c1C | 0% | 2% | -23% | / | 16% | ? | 3.3%
CC(NC(=O)/C=C/c1ccco1)c1nc2ccccc2n1Cc1ccccc1F (configuration not stated) | -2% | ? | -1% | -1% | 3% | 1% | 0.0%
COc1cccc(NC(=O)CC2(CC(=O)O)CCCC2)c1 | -1% | -23% | -2%[46.1 µM] | 4% | 2% | 6%[38.3 µM] | 0.0%
COc1ccc(OC)c(NC(=O)CC(Cc2ccccc2OC)C(=O)O)c1 (configuration not stated) | -5% | 2% | -10%[46.1 µM] | -11% | 3% | 3%[38.3 µM] | -1.4%
FC(F)(F)c1cnc(N2CCCN(C(=S)Nc3ccccc3)CC2)c(Cl)c1 | / | 9%[9.22 µM] | 46% | ? | 2% | / | -1.1%
CN1CCN(c2nc3ccccn3c(=O)c2/C=C(\C#N)S(=O)(=O)c2ccc(Cl)cc2)CC1 | / | 10%[9.22 µM] | 12%[7.67 µM] | / | -4% | / | 2.7%
O=C(Nc1nnc(-c2cccs2)o1)c1cccc(Oc2ccccc2)c1 | -1% | -33% | 4%[46.1 µM] | ? | 0% | 19%[38.3 µM] | 3.8%
N#CC(C#N)=C(N)CSc1cccc[n+]1[O-] | 4% | -18% | 2% | ? | 16% | -6% | 8.9µM*
CCN(C(=O)CN1CCCc2ccccc21)c1c(N)n(Cc2ccccc2)c(=O)[nH]c1=O | 1% | -12% | -12%[46.1 µM] | -7% | 3% | -1%[38.3 µM] | -1.0%
O=C(Nc1nc(-c2cccs2)cs1)c1cccc(S(=O)(=O)N2CCCCC2)c1 | -3% | ? | -26%[46.1 µM] | ? | 4% | 17%[38.3 µM] | 0.9%
Cc1ccc2nc(SCC(=O)N3CCN(c4ccccc4)CC3)[nH]c2c1 | / | -11%[9.22 µM] | -1% | / | -1% | / | 0.4%
O=C(c1cc2c(ccc3ccccc32)o1)N1CCN(c2ncc(C(F)(F)F)cc2Cl)CC1 | -2% | 11% | -11%[46.1 µM] | -3% | -1% | 36%[38.3 µM] | -1.0%
c1n[nH]c(SCCCCSc2ncn[nH]2)n1 | -5% | -13% | -10%[46.1 µM] | 7% | 4% | 17%[38.3 µM] | -0.2%
Cc1cc(C)cc(NS(=O)(=O)c2cnc(Cl)c(Cl)c2)c1 | -5% | -19% | ? | 14% | 6% | 2%[38.3 µM] | 1.0%
Cc1ccnc(NCn2nnc3ccccc32)c1 | 0% | -6% | -8%[46.1 µM] | -9% | 4% | -2%[38.3 µM] | 0.0%
COc1ccc(Nc2oc(-c3ccccc3)nc2C#N)cc1 | 0% | 5% | -23% | 7%[46 µM] | 3% | 10% | -3.1%
COc1ccc(NC(=O)CN2CCC(NC(=O)C3CCCCC3)CC2)cc1 | -2% | 1% | 5%[46.1 µM] | 5% | 3% | 0%[38.3 µM] | -1.0%
Cc1ccc(Cn2nc(C)c(NC(=O)CSc3nc4c(c(C(F)(F)F)n3)CCc3ccccc3-4)c2C)cc1 | 1% | 20% | 2%[46.1 µM] | -10% | -1% | 9% | 1.0%
CCOc1ccc(NC(=O)CSc2nnc(-c3ccccn3)n2C)cc1 | -2% | -9% | -5%[46.1 µM] | 15% | 0% | 14%[38.3 µM] | -0.8%
O=C(/C=C/c1c(F)cccc1Cl)Nc1ccncc1 | 0% | -10% | 9% | ? | -3% | -5% | -3.8%

An excerpt (hit frequency here may not be typical).
